Assay outcomes from PubChem BioAssay.
CHRM1 agonist = human M1 muscarinic receptor agonism; P11229; CHO-K1 hM1, Fluo-8 calcium fluorescence, agonist mode; 0% DMSO, 100% acetylcholine EC100; activation, % at 3 µM; 0.33% of 360,000 active; AID 588814;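 active = activation above the run's mean compound activation plus 3 SD, cut at about 16% in these data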;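 note: peak over basal fluorescence ratio within a 140 s kinetic read after compound addition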
TAAR1 antagonist = human TAAR1 antagonism. CHO RD-HGA16 TAAR1, Fluo-8 calcium fluorescence, antagonist. inhibition, % at 3 µM. 1.5% of 360,000 active. AID 624466;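 active = inhibition above a per-plate cutoff, the mean inhibition of test compounds on that plate plus 3 SD, cut at about 49% in these data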;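 note: 0% = DMSO plus EC80 beta-PEA response and 100% = DMSO alone without agonist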
Target sequence (Q96RJ0 whole entry, looked up): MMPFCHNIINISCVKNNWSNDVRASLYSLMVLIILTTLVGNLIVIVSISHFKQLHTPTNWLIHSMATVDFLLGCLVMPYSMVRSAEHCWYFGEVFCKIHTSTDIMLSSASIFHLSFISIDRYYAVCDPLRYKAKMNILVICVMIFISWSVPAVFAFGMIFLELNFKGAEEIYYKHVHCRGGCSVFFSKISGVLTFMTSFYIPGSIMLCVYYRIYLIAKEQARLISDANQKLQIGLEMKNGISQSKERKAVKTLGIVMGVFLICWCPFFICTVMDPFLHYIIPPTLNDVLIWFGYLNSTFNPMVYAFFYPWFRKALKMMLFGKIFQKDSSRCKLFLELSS
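Test system: CHO RD-HGA16 cells bearing hTAAR1 | Reagent: β-PEA, EC80 | Compound dosing: 3 µM, single point | Schedule: Dye loading 75 min at 37 °C, then 30 min room temperature | Signal: Calcium fluorescence with Fluo-8 | Evaluation: Percent inhibition of PEA-evoked calcium signal, max/basal emission ratio | Control set: DMSO-only wells and EC80 β-PEA-stimulated wells | Repeats: Singlicate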
OXTR potentiate = potentiates the human oxytocin receptor response | P30559 | CHO-OTR cells, Fluo-8 calcium fluorescence, potentiator mode; 0% = oxytocin EC15, 100% = EC100 | activation, % at 3 µM | 0.061% of 320,000 active | AID 2445;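 active = activation above that plate's cutoff, the mean activation of tested compounds plus 3 SD, cut at about 6.6% in these data, passing the limit was not always enough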;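 note: 100% uses oxytocin at 75 nM as the full agonist control; some results filed as inactive read as strong as hits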
Target sequence (P30559 whole entry, looked up): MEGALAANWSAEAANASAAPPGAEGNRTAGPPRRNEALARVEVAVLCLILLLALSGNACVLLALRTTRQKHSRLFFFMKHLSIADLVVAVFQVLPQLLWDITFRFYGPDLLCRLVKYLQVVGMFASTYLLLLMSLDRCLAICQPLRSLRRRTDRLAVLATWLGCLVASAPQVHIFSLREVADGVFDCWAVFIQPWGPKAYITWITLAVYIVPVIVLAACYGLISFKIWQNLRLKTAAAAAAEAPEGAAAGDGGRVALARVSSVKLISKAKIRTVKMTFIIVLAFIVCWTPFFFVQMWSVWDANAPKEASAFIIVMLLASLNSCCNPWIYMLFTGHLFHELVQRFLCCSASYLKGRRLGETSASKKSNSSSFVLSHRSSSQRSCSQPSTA
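Measured by – Fluo-8 calcium dye fluorescence · Test system – human OTR in CHO cells · Dosing – one concentration, 3.0 µM compound · Controls – EC15 oxytocin alone as 0%, 75 nM oxytocin as 100% · Evaluation – normalized max/min fluorescence ratio, % activation · Timing – 6 min pre-incubation, 100 s read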
CHO parental Ca = counter-screen: ATP calcium response change in parental CHO cells; parental CHO-K1, ATP-induced calcium, Fluo-8 fluorescence; inhibition, % at 5.6 µM; 0.63% of 330,000 active;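 active = inhibition above that plate's mean sample inhibition plus 3 SD, cut at about 26% in these data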;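 note: 0% = ATP-challenged DMSO wells and 100% = DMSO wells without ATP; some compounds past the cut are filed as inactive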
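Assay system – parental CHO cells · Reagent – ATP stimulus · Detection – intracellular calcium via Fluo-8 no-wash fluorescent dye · Evaluation – percent inhibition of ATP-evoked calcium rise, normalized to controls · Controls – ATP wells versus no-ATP DMSO wells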
TAAR1 agonist = agonists of human TAAR1; CHO RD-HGA16 TAAR1, Fluo-8 calcium fluorescence; vehicle wells 0%, saturating PEA agonist 100%; activation, % at 3 µM; 0.99% of 360,000 active;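 active = activation above the mean activation of all test compounds in the run plus 3 SD, cut at about 38% in these data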
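System: CHO RD-HGA16 cells carrying human TAAR1 plus Gα16; Incubation: 17-24 h seeding, 75 min 37 °C dye, 30 min RT; Measured by: Fluo-8 fluorescence, 5 s baseline then 140 s kinetic read; Control set: DMSO and PEA EC100; Replication: single well for each compound.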
CHO-K1 Ca PAM = nonselective activator or artifact in parental CHO-K1 calcium assay; ATP EC20, Fluo-8 calcium fluorescence; 0% at ATP EC20, 100% at ATP max; activation, % at 3 µM; 0.02% of 360,000 active;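 active = activation above the run cutoff, the mean activation of all test compounds plus 3 SD, cut at about 40% in these data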;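 note: peak over basal fluorescence ratio in a 140 s read after ATP addition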
M1 antag = antagonists of human M1 muscarinic receptor. inhibition, % at 3 µM. P11229. CHO-K1 hM1, Fluo-8 calcium fluorescence, ACh EC80 antagonist. 1.3% of 360,000 active;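 active = percent inhibition above its own plate's cutoff, namely the mean of that plate's compound wells plus 3 SD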;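 note: peak over basal fluorescence ratio during 140 s after agonist addition; 0% = ACh EC80 plus DMSO and 100% = DMSO alone without agonist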
CHO-K1 Ca antag = nonselective inhibitor or artifact in parental CHO-K1 cells | inhibition, % at 3 µM | ATP-induced calcium, Fluo-8 fluorescence | 0.6% of 360,000 active;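 active = inhibition above a per-plate cutoff, the plate's mean sample inhibition plus 3 SD, cut at about 24% in these data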;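 note: 0% = DMSO plus EC80 ATP and 100% = DMSO alone without ATP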
CHO-K1 Ca ag = M1 agonist counterscreen hit in parental CHO-K1 cells. Fluo-8 calcium fluorescence; scaled to maximal ATP response, vehicle zero. activation, % at 3 µM. 0.48% of 360,000 active. AID 602248; in the data active = activation above about 15%;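 note: untransfected CHO-K1 host cells lacking M1 receptor as counterscreen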
Active calls of the source: *; nt = no result given.

The line under a structure holds: CHRM1 agonist | TAAR1 antagonist | OXTR potentiate | CHO parental Ca | TAAR1 agonist | CHO-K1 Ca PAM | M1 antag | CHO-K1 Ca antag | CHO-K1 Ca ag
> Fc1cccc(CCN2CCNC[C@@H]2Cc2ccccc2)c1
→ -7 | -16 | 1 | -11 | 29 | 4 | -12 | 0 | 1.2
> O=C(O)c1nn(CC(=O)N2CCN(c3ncc(C(F)(F)F)cc3Cl)CC2)c(=O)c2ccccc12
→ -1 | 1 | -13 | -6 | 1 | 0 | -3 | -14 | 0.4
> COc1ccc(CCNS(=O)(=O)c2ccc3oc(C(=O)O)c(C)c3c2)cc1OC
→ -4 | 4 | 1 | -17 | 7 | 23 | -5 | -35 | 6.1
> CN1CCN(C(=O)c2ccc(Cl)c(S(=O)(=O)N3CCCCCC3)c2)CC1
→ -5 | -13 | -12 | -8 | 4 | 0 | 3 | -14 | -0.2
> O=C(Nc1ccc(Cl)c(-c2nc3ccccc3[nH]2)c1)c1ccc2c(c1)OCO2
→ -6 | 44 | -4 | -19 | 6 | 16 | 0 | -7 | 4.3
> COc1cc(OC)cc(C(=O)NNC(=O)CCOc2ccccc2OC)c1
→ -3 | -23 | -1 | -10 | 6 | -5 | 2 | -9 | 0.5
> NC(=O)/C(=C/c1ccco1)NC(=O)c1ccc(Br)o1
→ -1 | 8 | -11 | 3 | 16 | 20 | -30 | -15 | 1.3
> Cc1nc2ncnn2c(C)c1CCC(=O)N1CCCCC1
→ -4 | 5 | -11 | -10 | 5 | 25 | -4 | -16 | 1.4
> O=C(COc1ccccc1Cl)Nc1ccccc1C(=O)N1CCOCC1
→ -2 | -6 | -5 | -5 | 6 | -19 | 5 | 10 | 0.1
> CCOc1ccc(OCCNC(=O)c2ccc3c(c2)nnn3CC)cc1
→ -2 | -18 | -5 | -24 | 1 | 8 | -4 | -7 | -0.1
> COc1ccc2nc(NC(=O)C3CCCN(S(=O)(=O)c4cccc5nsnc45)C3)sc2c1 (stereo not given)
→ -2 | 24 | -12 | -2 | 5 | 18 | -5 | -8 | 1.7
> Cc1nn(-c2ccccc2)c(C)c1-c1nnc(-c2c(C)nn(-c3ccccc3)c2C)o1
→ 2 | -26 | -3 | -5 | 2 | 12 | -3 | -7 | 0.6
> COc1ccc(NC(=S)NCCCN2CCOCC2)cc1
→ -4 | -11 | -3 | -5 | 1 | 19 | -8 | -13 | 0.8
> CCOC(=O)Cc1nnc2c(Nc3ccc(C)cc3)nc3nonc3n12
→ 2 | -7 | -20 | 6 | 6 | 11 | -9 | -6 | 0.7
> CC(C)Cc1nc(SCC(=O)N2CCCC2)c2c(=O)n(C)c(=O)n(C)c2n1
→ -5 | -19 | -8 | -14 | 4 | 1 | -4 | -7 | 1.2
> COc1ccc(NC(=O)CNC(=O)Cn2c(C)cc3ccccc3c2=O)cc1OC
→ -4 | -6 | -9 | -3 | 0 | 13 | 9 | -6 | 2.8
> CC(C)CNC(=O)c1ccccc1NC(=O)CSCc1ccccc1
→ -3 | 9 | -15 | -3 | 6 | 16 | -9 | -10 | 0.1
> c1ccc(C2=Nn3c(nnc3-c3ccncc3)SC2)cc1
→ -1 | 16 | -5 | -3 | 5 | 5 | -24 | -3 | 0.5
> CCCc1nc2c(C)cc(Br)cn2c1Cc1cccc(F)c1
→ -6 | -18 | nt | nt | -2 | -10 | 12 | 2 | -1.0
> Cc1cc(=O)[nH]c(N/N=C/C=C/c2ccccc2)n1
→ -4 | -17 | -1 | -11 | 7 | -10 | -4 | 5 | 0.5
> C=C1C(=O)O[C@@H]2[C@H]1[C@@H](OC(=O)/C(C)=C/C)C/C(C)=C\C(=O)/C=C(\C)[C@@H]2O
→ -3 | 0 | 5 | -6 | 5 | 9 | -5 | -11 | 0.6
> CCOc1nnc(C)c2c(C)n(-c3ccc(Cl)cc3)nc12
→ -2 | 6 | -15 | -18 | 3 | 23 | -20 | -11 | 0.2
> Cc1cc(C(=O)CSc2nnc(-c3ccccc3)n2Cc2ccc3c(c2)OCO3)c(C)n1C
→ -3 | 2 | -19 | -13 | 2 | 6 | -5 | 2 | 5.5
> CCOc1cc(C)nc(Oc2ccc(=O)[nH]n2)n1
→ -4 | 9 | -3 | -2 | 15 | -13 | -7 | 2 | -0.1
> Cc1nc(NC(=S)NC(=O)COc2ccc(Cl)cc2)ccc1Br
→ -2 | 11 | 1 | -2 | 2 | 13 | -1 | -6 | 0.7
> CCC(C)c1ccc(NC(=O)COc2c(F)c(F)c(C(F)(F)F)c(F)c2F)cc1 (stereo not given)
→ -9 | 51* | -8 | -1 | 1 | 15 | 5 | -11 | 0.5
> Cc1ccnc2nc(NC(=O)c3ccco3)nn12
→ -1 | -16 | -8 | 2 | 3 | -19 | -10 | -3 | 0.3
> O=c1[nH][nH]c(=O)c2c1[nH]c(=S)n2Cc1ccccc1
→ 3 | -11 | nt | nt | 1 | 4 | -27 | -11 | 0.6
> COc1cccc(C(=O)C2CCCN(Cc3c(C)n(C)n(-c4ccccc4)c3=O)C2)c1 (stereo not given)
→ -8 | -25 | -9 | -6 | 1 | 20 | 29 | -15 | 0.5
> CC(C)Oc1ccccc1-c1nc(SCC(=O)O)n[nH]1
→ 2 | 14 | -4 | -7 | 9 | -3 | -2 | 21 | -0.4
> Nn1c(SCC(=O)Nc2ccccc2F)nnc1C1CCCCC1
→ -2 | -7 | -5 | -24 | -1 | 20 | -13 | -18 | 0.3
> O=C(Nc1ccccc1)C(CCCCN1C(=O)c2ccccc2C1=O)N1C(=O)c2ccccc2C1=O (stereo not given)
→ -5 | 11 | nt | nt | 2 | 16 | -8 | -9 | -0.2
> Cc1ccc(Nc2cc(C)nc(N3CCOCC3)n2)c(C)c1
→ -13 | -16 | -1 | -24 | 6 | 19 | -4 | -7 | -0.9
> Cc1ccc(C(=O)C2=C(O)C(=O)N(Cc3ccco3)C2c2cccc(Cl)c2)o1 (stereo not given)
→ -2 | -40 | -7 | -26 | 1 | 18 | -13 | -3 | 0.6
> CCOc1ccc(OCC(=O)Nc2ccc(OC)cc2[N+](=O)[O-])cc1
→ -5 | 4 | -1 | -18 | 4 | 25 | -5 | -2 | 1.8
> COCCNC(=O)c1cc(-c2ccccc2)nn1CC1CC(c2cccc([N+](=O)[O-])c2)=NO1 (stereo not given)
→ -4 | 31 | -3 | -4 | 11 | 6 | 6 | -8 | 1.0
> O=C(c1cccc(-c2ccco2)c1)N1CCCC(N2CCN(c3ccc(F)cc3)CC2)C1 (stereo not given)
→ -4 | -41 | 2 | -29 | -3 | -3 | -10 | -12 | 0.8
> CC(=O)Nc1cc(NC(C)=O)ncn1
→ 0 | 6 | -14 | 8 | 3 | -1 | -13 | -14 | -0.1
> CC1Cc2ccccc2N1Cc1cccc(S(=O)(=O)N(C)C)c1 (stereo not given)
→ -4 | -6 | -19 | 1 | 0 | 5 | -8 | -10 | 6.2
> COc1cc2c(cc1NC(=O)COC(=O)C1CC(=O)N(Cc3ccco3)C1)oc1ccccc12 (stereo not given)
→ -4 | -8 | 1 | -12 | 1 | -2 | -8 | -5 | 0.4
> COc1ccc(OC)c(CCNC(=O)c2ccc3c(c2)N(Cc2ccc(F)cc2)CCS3)c1
→ -2 | nt | -5 | -17 | nt | -6 | 1 | -8 | -0.6
> Cn1c(=O)c2c(n3cnnc13)-c1ccccc1CC21CCCC1
→ -6 | -4 | -9 | -24 | 0 | 9 | -2 | -1 | 1.5
> COc1ccc(O)c(/C=N/NC(=S)Nc2cccnc2)c1
→ -5 | -2 | -12 | 2 | 13 | 12 | -5 | -10 | 1.0
> Nc1ccn([C@@H]2O[C@H](C(=O)N[C@H](COC=O)Cc3ccccc3)[C@@H](O)[C@H]2O)c(=O)n1
→ -3 | -15 | nt | nt | 3 | -5 | 1 | 7 | 0.0
> Cc1ccc(CSCC(=O)N(CCC(C)C)c2c(N)n(Cc3ccccc3)c(=O)[nH]c2=O)cc1
→ -1 | -29 | -5 | -12 | -2 | -22 | -10 | 3 | 0.0
> Cn1c(CN2CCCCC2)nc2cc(NC(=O)c3ccc(Cl)cc3)ccc21
→ -14 | 2 | -8 | -23 | -1 | 7 | 7 | -15 | 0.7
> Cc1cc(NC(=O)CN2CCCC2c2nc3ccccc3s2)no1 (stereo not given)
→ -2 | 2 | -10 | -18 | 6 | 22 | -9 | -8 | 0.7
> O=C(O)Cc1c(C(=O)O)nnn1-c1ccc(Cl)cc1Cl
→ 0 | 14 | -2 | -1 | 1 | 1 | -5 | -2 | -0.2
> COc1ccccc1CNC(=O)CCNS(=O)(=O)c1cccc2nsnc12
→ -8 | -1 | -5 | -11 | 6 | 4 | 1 | -17 | 0.1
> CC1(C)C=Cc2c(ccc3c2OC[C@@H](c2ccc(O)cc2O)C3)O1
→ 7 | 15 | -6 | 94* | 8 | -3 | -12 | 8 | 2.1
> Cc1ccc(S(=O)(=O)NCCSc2nnc(N)s2)cc1
→ -3 | 4 | -11 | -15 | 13 | -8 | 7 | 14 | 0.6
> CN(NS(=O)(=O)c1ccccc1)c1nc2ccccc2nc1C(F)(F)F
→ -2 | -10 | -5 | -15 | 6 | 10 | -22 | 0 | -0.1
> C=CCNC(=O)c1ccc(-c2nc(-c3ccc(Cl)cc3Cl)cs2)cc1
→ -5 | 4 | -1 | -4 | 9 | 13 | -3 | -6 | 0.0
> O=C(c1ccccc1OCc1ccc(Cl)cc1)N1CCN(c2ccccn2)CC1
→ -2 | 18 | -4 | -9 | 4 | -1 | -1 | 11 | 1.6
> NC(=O)COC(=O)/C=C/c1ccc2ccccc2n1
→ -5 | 17 | -4 | 0 | 5 | 30 | -10 | -12 | 0.3
> COc1ccc(Cc2nnc(NC(=O)c3ccccc3F)s2)cc1
→ 3 | -10 | nt | nt | 3 | -9 | -4 | 9 | 0.1
> CS(=O)(=O)N(CC(=O)Nc1ccccc1-c1ccccc1)c1cccc(F)c1
→ -5 | 6 | -21 | -25 | 18 | 21 | 3 | -10 | 1.1
> CCOC(=O)[C@@H]1[C@H]2COc3ccccc3[C@@H]2N2C(=O)N(c3cccc(F)c3)C(=O)[C@@]12C
→ 0 | 1 | 1 | -12 | 2 | 1 | -10 | -1 | -0.7
